Screens from PubChem BioAssay.
RORgamma inh: blocks mouse ROR gamma transcriptional activity; Drosophila S2 Gal4-RORgamma UAS-luciferase reporter, 20 h; Potency, µM (top dose mostly 53.6 µM), for inactives: top-dose activity change, negative = inhibition, usual class: inhibitors; hit rate 5.4% among 310,000; also: % is scaled to controls: 0 for no effect and ±100 for the full control effect; nearly all actives have a fitted effect of over 60% in size
Target sequence (P51450 whole entry, looked up, the tested form may be a part): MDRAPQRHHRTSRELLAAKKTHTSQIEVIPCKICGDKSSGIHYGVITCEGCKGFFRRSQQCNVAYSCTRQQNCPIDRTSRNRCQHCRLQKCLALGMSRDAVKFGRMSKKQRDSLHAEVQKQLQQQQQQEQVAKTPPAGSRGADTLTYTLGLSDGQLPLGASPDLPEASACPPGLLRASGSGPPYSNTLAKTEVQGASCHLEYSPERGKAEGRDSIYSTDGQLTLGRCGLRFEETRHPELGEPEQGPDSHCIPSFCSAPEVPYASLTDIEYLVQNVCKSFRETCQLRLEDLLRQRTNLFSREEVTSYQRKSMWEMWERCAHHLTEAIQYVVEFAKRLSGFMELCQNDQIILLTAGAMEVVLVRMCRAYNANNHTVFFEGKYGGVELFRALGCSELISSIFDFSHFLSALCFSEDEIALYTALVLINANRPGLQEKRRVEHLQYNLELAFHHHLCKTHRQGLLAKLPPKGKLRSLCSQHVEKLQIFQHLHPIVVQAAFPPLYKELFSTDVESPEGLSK
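Schneider cells (Drosophila), stable Gal4 DBD–ROR gamma + UAS-luc; 1 hr cmpd preincubation; Cu2+ induction 700 uM final; 20 hr ambient; luminescence.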
Gal4-VP16 FLuc: inhibits Gal4-VP16 luciferase reporter, ROR gamma counter-screen; Drosophila S2 Gal4-VP16 UAS-luciferase, luminescence, 20 h; Potency, µM (series often up to 53.6 µM), without a hit: at the highest dose activity, negative = inhibition, most hits filed as inhibitors; hit rate 3.5% among 310,000;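 also: Gal4-VP16 expression switched on by copper sulfate through the metallothionein promoter; % is scaled to controls: 0 for no effect and ±100 for the full control effect; nearly all actives have a fitted effect of over 50% in size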
MBNL1 CUG block: MBNL1-poly(CUG) RNA binding inhibition. Q9NR56. Potency, µM (titrated, usually from 57.5 µM), inactives show top-dose activity change, negative = inhibition, actives largely listed as inhibitors. TR-FRET MBNL1-His/biotin-(CUG)12 binding, 665/545 ratio. hit rate 0.036% among 280,000. AID 2675; active = well fitted inhibition curve with a large enough effect in the signal ratio, with a control signal flat, not every such curve was filed as active; inconclusive = small, poorly fitted or top-dose-only effect, or effect the other way, or a change in a side signal; inactive = no such curve, though single readings can be large or run the other way; the % refers to the signal ratio; also: % is scaled to controls: 0 for no effect and ±100 for the full control effect
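Compound titration spanned 92 nM–58 uM against the MBNL1-His/biotin-(CUG)12 complex. After 60 min at room temperature with 5 nM streptavidin-XL665 and 0.055 ng/ul terbium anti-His, ratiometric 665/545 nm emission (Ex 340 nm) normalized to controls.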
BRCA1 expr act: activators of BRCA1 expression; Potency, µM (highest dose often 46.1 µM), inactives show top-dose activation, actives largely listed as activators; hit rate 1.1% among 380,000; MCF7-BRCA1-FFLuc reporter, luminescence, 48 h; response scale: scaled: vehicle 0%, 10 µM genistein 100%; also: nearly all actives have a fitted effect of over 80% in size; some results filed as inactive show a strong effect at the top dose
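Luminescence from a BRCA1-driven firefly luciferase in MCF7 cells was the read-out, taken 15 min after substrate addition following 48 h compound exposure at 37 °C. Data were normalized to a 10 microM genistein control and DMSO vehicle.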
uPA generation: inhibitors of cell surface uPA generation; hit rate 0.31% among 330,000; cell surface uPA generation assay, qHTS; Potency, µM (top dose mostly 38.3 µM), without a hit: at the top dose activity change, negative = inhibition, actives largely listed as inhibitors; active = well fitted inhibition curve with a large enough effect; inconclusive = small, poorly fitted or top-dose-only effect; inactive = no such curve, though single readings can be large or run the other way; tested in mouse RAW 264.7 cells; also: % is scaled to controls: 0 for no effect and ±100 for the full control effect; nearly all actives have a fitted effect of over 55% in size
NPC1 promoter act: activators of NPC1 promoter | Huh7 NPC1 promoter luciferase reporter, 24 h | Potency, µM (titrated, usually from 9.22 µM), for the others: top-dose activation, most hits filed as activators | hit rate 2.4% among 320,000;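 also: % of control where 0% means no effect; nearly all actives have a fitted effect of over 60% in size; reporter is driven by a mutant NPC1 promoter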
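Compounds in DMSO were transferred onto Huh7 NPC1-luciferase reporter cells pre-incubated 2 h; after 24 h at 37 °C, Amplite reagent was dispensed and luminescence recorded 10 min later.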
FLuc modulator: inhibits or activates purified firefly luciferase, miR-21 counter-screen. P08659. AID 588342. purified FLuc, Km substrates, luminescence inhibition. Potency, µM (titrated, usually from 57.5 µM), without a hit: at the highest dose activity change, negative = inhibition, hits mostly inhibitors. hit rate 6.9% among 360,000;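 also: plate controls were vehicle for no effect and reference inhibitor for full effect; nearly all actives have a fitted effect of over 55% in size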
Target sequence (P08659 whole entry, looked up): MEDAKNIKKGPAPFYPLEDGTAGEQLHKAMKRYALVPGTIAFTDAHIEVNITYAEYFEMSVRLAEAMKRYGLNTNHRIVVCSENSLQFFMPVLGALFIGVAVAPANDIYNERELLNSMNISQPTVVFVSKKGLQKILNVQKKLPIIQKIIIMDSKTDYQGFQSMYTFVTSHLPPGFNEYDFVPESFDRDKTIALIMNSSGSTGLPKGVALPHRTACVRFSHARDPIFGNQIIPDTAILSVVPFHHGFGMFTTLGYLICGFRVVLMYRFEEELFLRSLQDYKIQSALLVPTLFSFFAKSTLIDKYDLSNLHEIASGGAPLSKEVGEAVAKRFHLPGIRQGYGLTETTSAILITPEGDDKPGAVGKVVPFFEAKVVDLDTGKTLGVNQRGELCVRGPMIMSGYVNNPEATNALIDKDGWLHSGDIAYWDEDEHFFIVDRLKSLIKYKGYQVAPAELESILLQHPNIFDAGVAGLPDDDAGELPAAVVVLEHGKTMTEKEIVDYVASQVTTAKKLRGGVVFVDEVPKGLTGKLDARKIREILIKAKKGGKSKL
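Biochemical qHTS of compounds, final roughly 60 µM downward over six points, against 10 nM purified firefly luciferase using Km concentrations of substrates (10 uM D-luciferin, 10 uM ATP) in Tris acetate pH 7.5 buffer; luminescence output.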
ELG1 genotoxic: induces genotoxicity in HEK293T cells with luciferase-tagged ELG1. HEK293T ELG1-luciferase reporter, luminescence, 16 h. hit rate 1.3% among 330,000. Potency, µM (doses to about 46 µM), for inactives: at the highest dose activity change, positive = activation, hits mostly activators; also: % of control where 0% means no effect; nearly all actives have a fitted effect of over 60% in size
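Reporter readout depends on ELG1 protein level, which increases with genetic stress. After 16 hr compound exposure at 37 °C, luciferase activity was quantified using ONE-Glo.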
p53 reactivation: re-activators of mutant p53; H1299 p53-A138V BP100-luciferase reporter, luminescence, 24 h; Potency, µM (top dose mostly 92.2 µM), inactives show at the highest dose activity change, positive = activation, actives largely listed as activators; hit rate 0.063% among 320,000; also: % of control where 0% means no effect; nearly all actives have a fitted effect of over 45% in size
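p53-null H1299 cells stably carrying temperature-sensitive p53-A138V and a BP100-luciferase reporter were pinned with compounds (4-point, 1:5 series) and held 24 hrs at 37 deg C. Luminescence was read 10 min after detection reagent.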
Rab9 prom act: activators of Rab9 promoter; Huh7 Rab9 promoter-luciferase reporter, luminescence, 24 h; AID 485297; hit rate 2.8% among 320,000; Potency, µM (doses to about 9.22 µM), without a hit: at the top dose activation, negative = inhibition, usual class: activators; also: % of control where 0% means no effect; nearly all actives have a fitted effect of over 60% in size
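Using Huh7 cells stably transfected with Rab9 promoter–luciferase, compounds were incubated 24 h at 37 °C, 5% CO2; luciferase luminescence was read 10 min after reagent addition.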
* marks the source's active call; other numbers are inactive results; ? = inconclusive; . = no result given; & = joins results of further samples; [ ] = another dose, or the depositor's remark. Unless noted, calls follow the shape of the dose curve; as a rule, active = well fitted curve in the direction sought with a large enough effect; inconclusive = small, poorly fitted or top-dose-only effect, or another doubt; inactive = no such curve, though single readings can be large; an effect the other way counts as inactive or inconclusive. Potency is read from the fitted curve at half-maximal effect.

SMILES	RORgamma inh	Gal4-VP16 FLuc	MBNL1 CUG block	BRCA1 expr act	uPA generation	NPC1 promoter act	FLuc modulator	ELG1 genotoxic	p53 reactivation	Rab9 prom act
CC(NS(=O)(=O)c1ccc(Br)s1)c1ccccc1 (stereo not given)	-1%	2%	-8%	2%	8%	-3%	-1%	-3%	-4%	1%
O=C(NCC(=O)N1CCN(C(=O)c2ccco2)CC1)c1ccccc1	6%	16%	-8%	26%	4%	1%	-1%	7%	9%	-1%
Nc1cc(C(=O)OCC(=O)NNC(=O)c2ccccc2F)ccc1Cl	.	.	.	-5%	0%	.	.	16%	21%	.
CCOC(=O)Nc1cccc(OCC(=O)Nc2ccc(OC)cc2OC)c1	19%	-7%	-3%	-46%	2%	6%	?	-6%	1%	8%
Cc1ccc(NC(=O)CCn2nnc3ccccc32)cc1	11%	-13%	-1%	11µM*	1%	16%	?	?	3%	?
COc1cccc(NC(=O)OCCN2CCN(Cc3ccccc3)CCC2=O)c1	-14%&32%	-4%&-3%	9%	0%	-2%	0%	-2%	-1%	3%	0%
O=C(O)CCc1ccc(-c2ccc(F)cc2)n1Cc1ccco1	-7%	5%	17%	2%	7%	-3%	-1%	0%	3%	3%
Cc1cc(C)nc(NC(=O)CSc2nn(-c3ccccc3)c(=S)s2)n1	11%	3%	-1%	-14%	2%	-3%	6%	0%	3%	2%
O=c1c2nnn(-c3ccc(Cl)cc3)c2ncn1Cc1ccccn1	15%	2%	-7%	-33%	1%	5%	-3%	5%	0%	22%
CN(c1cccc(NC(=O)c2ccc(N(C)S(=O)(=O)c3ccccc3)cc2)c1)S(C)(=O)=O	?	-11%	-10%	-54%	?	-15%	-13%	-25%	4%	-16%
Cc1nc2cc(-c3ccc(Br)cc3)[nH]n2c(=O)c1Cl	?	-16%	-3%	4.5µM*	0%	?	9.5µM*	16µM*	10%	2.5µM*
Cc1ccc2nc(C)c(C(=O)N/N=C/c3ccc(C(=O)O)cc3)cc2c1	-3%	-1%	-1%	-4%	-1%	-4%	5.4µM*	5%	3%	?
COC(=O)C(Cc1c[nH]c2ccccc12)NC(=O)c1cncc(Br)c1 (stereo not given)	?	6%	-16%	-45%	-16%	6%	-3%	-13%	-4%	-2%
CC1CCCC(C)N1CCNC(=O)Cn1nc(-c2ccccc2)ccc1=O (stereo not given)	-29%	-14%	11%	0%	-12%	11%	-2%	3%	-6%	4%
Cn1c(SCc2cccc(Cl)c2)nc(C(F)(F)F)cc1=O	36%	-5%	2%	-21%	.	1%	1%	1%	-9%	-3%
O=C(O)c1ccc(S(=O)(=O)NCC2CCCO2)cc1 (stereo not given)	-23%	-2%	-21%	-15%	6%	0%	1%	1%	.	4%
COCCN(Cc1cc2cc3c(cc2nc1Cl)OCO3)C(=O)Nc1ccccc1OC	6%	-7%	4%	-60%	3%	-7%	-2%	-4%	-1%	0%
COc1ccc(Cl)cc1NC(=O)CSc1nc(NS(=O)(=O)c2ccccc2)cc(=O)[nH]1	-6%	-2%	-3%	-8%	0%	1%	-1%	0%	1%	-3%
CC(=O)Nc1ccc(C)cc1NC(C)=O	-19%	0%	2%	0%	-2%	-2%	-1%	1%	-3%	-2%
O=C(COc1ccc(Cl)cc1)NC(=S)Nc1ccccc1N1CCOCC1	.	.	86%[activator]	-12%	13%	2%	5%	4%	.	-2%
COc1ccc(N(C(=O)Cc2cccs2)C(C(=O)NC2CCCCC2)c2cccn2C)cc1OC (stereo not given)	35%	1%	?	-3%	-4%	-1%	2%	-2%	-4%	-2%
Cc1ccc2oc(=O)c3cnn(CC(=O)Nc4ccccc4N4CCN(C)CC4)c3c2c1	?	3%	0%	-36%	133%[activator]	0%	6%	17%	-1%	-5%
Cc1ccc(S(=O)(=O)N2CCN(CC(=O)NC(=O)NCc3ccccc3)CC2)cc1C	28%	-3%	-4%	1%	-4%	-2%	4%	0%	-2%	0%
CCN(CC)S(=O)(=O)c1ccc(/C=C/C(=O)OCC(=O)NCc2ccc3c(c2)OCO3)cc1	17%	2%	19%	18%	5%	4%	1%	0%	-2%	-3%

Entries listed so far marked active in Rab9 prom act:
Structure	RORgamma inh	uPA generation	NPC1 promoter act	p53 reactivation	Rab9 prom act
Cc1nc2cc(-c3ccc(Br)cc3)[nH]n2c(=O)c1Cl	?	0%	?	10%	2.5µM*

Next records follow.
SMILES	RORgamma inh	Gal4-VP16 FLuc	MBNL1 CUG block	BRCA1 expr act	uPA generation	NPC1 promoter act	FLuc modulator	ELG1 genotoxic	p53 reactivation	Rab9 prom act
O=C(NNC(=O)c1cnccn1)c1ccc(Cl)cc1	8.9µM*	16µM*	-5%	0%	-6%	1%	-18%	2%	8%	-3%
Cc1cccc(-c2nnc(-c3ccc(N)cc3)o2)c1	9%	-9%	0%	?	-6%	?	3.4µM*	?	?	2.8µM*
CCCCOC(=O)c1ccc(Nc2ncnc3nc[nH]c23)cc1	19%	-7%	-2%	10µM*	-7%	?	?	13%	19%	?
CCOC(=O)N1CCN(C(=O)C2CCN(S(=O)(=O)c3ccc(C)cc3)CC2)CC1	6%	-2%	-5%	3%[1.84 µM]	-2%	-2%	0%	-5%	-4%	-5%
CCCN(CC(=O)Nc1ccccc1C)CC(=O)Nc1ccc(Br)cc1F	33%	5%	6%	-4%	-1%	-9%	-2%	-4%	-2%	-1%
CCC1CSC(Nc2ccc(C(=O)/C=C/c3ccc(Br)cc3)cc2)=N1 (stereo not given)	39%	-18%	.	-16%	-18%	-1%	-22%	?	-15%	-6%
O=C(Nc1ccccc1)C1=C[C@H](c2ccc(C(F)(F)F)cc2)C[C@H](OCc2ccc(CO)cc2)O1	-5%	-4%	-4%	0%	-3%	-5%	-6%	-7%	9%	-5%
CC(OC(=O)/C(C#N)=C/c1ccc(N(C)C)cc1)C(=O)N(C)c1ccccc1 (stereo not given)	.	.	.	-18%	-6%	0%	?	-2%	5%	-9%
O=C(Nc1nnc(C2CC2)s1)c1ccco1	-13%	21%	-1%	36%	3%	?	?	?	8%	3.2µM*
Cc1onc(-c2ccccc2)c1C(=O)OCCOc1ccc([N+](=O)[O-])cc1[N+](=O)[O-]	33%	-20%	?	-46%	3%	-12%	2%	-3%	10%	-11%
O=C(OCc1cc(=O)n2c(n1)sc1ccccc12)c1cccc(O)c1	6%	-1%	-4%	57%	5%	2%	?	12%	?	-1%
CCOc1ccc(OCc2ccc(C(=O)O)o2)cc1	10µM*	15%[0.365 µM]	-9%	-60%[inhibitor]	1%	?	3.4µM*	?	-13%	0.28µM*
CC(C)(C)c1nc(S(=O)(=O)c2ccc(Cl)cc2)c(N2CCOCC2)o1	?	-14%	-11%	5%	1%	6%	9%	2%	1%	-1%
CC(=O)c1c(C)[nH]c(C(=O)Nc2ccc(Cl)cc2)c1C	29%	?	95%[activator]	?	-6%	3.2µM*	9.5µM*	0%	?	1.8µM*
Cc1ccc(NC2=CC(=O)OC(C)C2)cc1 (stereo not given)	18%	0%	-5%	-5%	-4%	7%	-4%	1%	0%	-1%
Cc1cccc(C)c1NC(=O)CN(C)C(=O)CCc1nc2sc3c(c2c(=O)[nH]1)CCCC3	.	.	.	-46%	-1%	1%	1%	0%	-2%	2%
O=C(NC(=S)Nc1ccc2oc(=O)ccc2c1)c1ccc(-c2cccc(Cl)c2Cl)o1	-14%	-17%	.	.	.	0%	-3%	-1%	-8%	2%
Cc1cccc(N(CC(=O)Nc2c(C)n(C)n(-c3ccccc3)c2=O)S(C)(=O)=O)c1C	-7%	9%	-1%	-11%	2%	1%	9%	-1%	-4%	-3%
CSc1ccccc1NC(=O)c1ccccc1	1%	-1%	-7%	-3%	-3%	-2%	-2%	0%	11%	-1%
Cc1ccccc1N(CC(=O)Nc1ccccc1C(=O)O)S(C)(=O)=O	23%	5%	1%	81%	0%	14%	?	6%	13%	1%
C#CCOCCOCCOCCNc1nc(N2CCN(C(=O)CCCCCCCCCCNC(=O)[C@H]([C@@H](C)CC)n3cc(CCCCCN)nn3)CC2)nc(N2CCN(C(=O)CCCCCCCCCCNC(=O)[C@@H]([C@H](C)CC)n3cc(CCCCCN)nn3)CC2)n1	.	.	.	.	.	-5%	-2%	-4%	-28%	-1%
O=C(O)CCc1ccc(-c2ccc(Cl)cc2)o1	?	?	-2%	23%	-14%	8%	15µM*	?	?	2%
COc1ccc(CNC(=O)Cn2nc(C)n3cccc3c2=O)cc1	-6%	4%	-8%	5%&21%	-6%	-3%	-1%	1%[9.26 µM]	14%	0%
O=c1c([N+](=O)[O-])c(N2CCCCCC2)c2ccccc2n1-c1ccccc1	5%	-6%	-9%	-3%	-5%	-5%	-1%	1%	4%	-4%
Cc1ccc(NC(=O)CN(C)C(=O)CSc2nc3ccccc3c(=O)n2CCO)cc1	.	.	.	-5%	5%	-1%	2%	-3%	-3%	-3%
COc1ccc(-c2cc(C(=O)Nc3c(F)cc(F)cc3Br)no2)cc1	7%	-4%	3%	21%	-5%	4%	-16%	2%	17%	-1%
Cc1ccc(NC(=O)NCc2ccc3[nH]c(C)cc3c2)cc1	24%	29%	1%	51%	3%	14%	?	4%	1%	13%
